zfTRPN1 agonist – zebrafish TRPN1 (NompC) channel agonism. HEK293 zebrafish TRPN1-YFP, Fluo-8 calcium fluorescence; 100% = response to 87 µM carbachol. 220,000 compounds, 0.18% hits. activation, % at 3 µM;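 active means activation above its plate's cutoff, the mean activation of test wells on that plate plus 3 SD, cut at about 19% in these data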;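 further: 0% = DMSO alone and 100% = 87 µM carbachol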
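Material – zebrafish TRPN1-YFP in HEK293 cells · Doses – 3 µM single point · Schedule – dye 1 h 37 °C plus 30 min RT · Signal – Fluo-8 calcium fluorescence, excitation 470-495 nm, emission 515-575 nm · Read-out – % activation versus carbachol response · Control set – carbachol high, DMSO low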
Wee1 degr inh – human Wee1 degradation inhibition, primary screen; P30291; HeLa Luc-Wee1K328M stability, luciferase luminescence; 100% = proteasome inhibitor MG132 effect; reporter increase, % at 5 µM; 220,000 compounds, 1.2% hits;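 active means activation above the mean of all tested compounds plus 3 SD, set per screening run, cut at about 8.8% in these data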;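 further: cells exposed to compound for 20 h before luminescence read; 0% = DMSO alone and 100% = MG132 at 30 µM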
TNF necrop inh – TNF-alpha cell death inhibition in Jurkat FADD-/- cells. 220,000 compounds, 0.068% hits. Jurkat FADD-/- TNF necroptosis rescue, ATP luminescence, 24 h; 0 = TNF only, 100 = no-TNF cells. activation (protection from cell death), % at 10 µM;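 active means activation, meaning protection from cell death, of at least 50% relative to plate controls; inactive means activation below 50%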;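 further: necroptosis triggered by 40 ng/mL TNF-alpha added together with compound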
PPC-1+TRAIL kill – compounds killing PPC-1 cancer cells with TRAIL present (potentiator screen, no TRAIL-free arm) | PPC-1 cells + TRAIL, ATPLite viability luminescence | cell killing (% activity), % at 4 µM | 220,000 compounds, 0.41% hits;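 active means cell killing above 50% in the first pass at 4 µM, then a duplicate retest at 5 µM averaging 50% or more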;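 further: plate controls were cells with TRAIL plus DMSO for no effect and medium-only wells lacking cells for full effect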
RBBP9 inhibitor – blocks human serine hydrolase RBBP9; O75884; recombinant RBBP9, FP-Rh probe fluorescence polarization; inhibition, % at 7.94 µM; 220,000 compounds, 0.2% hits; AID 1515;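 active means inhibition above the campaign mean of all tested compounds plus 3 SD, cut at about 14% in these data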;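 further: plate controls were DMSO wells with RBBP9 for no effect and wells lacking RBBP9 protein for full effect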
Target sequence (O75884 whole entry, looked up): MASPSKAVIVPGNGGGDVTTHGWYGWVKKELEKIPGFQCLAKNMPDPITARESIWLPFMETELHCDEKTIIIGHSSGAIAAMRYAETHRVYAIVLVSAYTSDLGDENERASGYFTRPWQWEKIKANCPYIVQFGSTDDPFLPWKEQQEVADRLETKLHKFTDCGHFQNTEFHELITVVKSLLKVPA
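Measured by – fluorescence polarization · Test system – RBBP9 protein · Input – 2.5 µM RBBP9 dispensing solution, before mixing · Measure – percent inhibition from mP, scaled between DMSO and no-protein wells · Benchmarks – DMSO-treated enzyme wells and wells lacking RBBP9 · Times – preincubation 30 min plus labeling 45 min at 25 °C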
TRPML3 agonist – human mucolipin-3 channel agonism. Q8TDD5. HEK293 TRPML3-YFP, Fluo-8 calcium fluorescence; 100% = the carbachol control signal. activation, % at 3 µM. 220,000 compounds, 0.29% hits;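 active means activation above its plate's cutoff, the mean activation of the plate's test wells plus 3 SD, cut at about 12% in these data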;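 further: 0% = DMSO only wells and 100% = carbachol wells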
Target sequence (Q8TDD5 whole entry, looked up): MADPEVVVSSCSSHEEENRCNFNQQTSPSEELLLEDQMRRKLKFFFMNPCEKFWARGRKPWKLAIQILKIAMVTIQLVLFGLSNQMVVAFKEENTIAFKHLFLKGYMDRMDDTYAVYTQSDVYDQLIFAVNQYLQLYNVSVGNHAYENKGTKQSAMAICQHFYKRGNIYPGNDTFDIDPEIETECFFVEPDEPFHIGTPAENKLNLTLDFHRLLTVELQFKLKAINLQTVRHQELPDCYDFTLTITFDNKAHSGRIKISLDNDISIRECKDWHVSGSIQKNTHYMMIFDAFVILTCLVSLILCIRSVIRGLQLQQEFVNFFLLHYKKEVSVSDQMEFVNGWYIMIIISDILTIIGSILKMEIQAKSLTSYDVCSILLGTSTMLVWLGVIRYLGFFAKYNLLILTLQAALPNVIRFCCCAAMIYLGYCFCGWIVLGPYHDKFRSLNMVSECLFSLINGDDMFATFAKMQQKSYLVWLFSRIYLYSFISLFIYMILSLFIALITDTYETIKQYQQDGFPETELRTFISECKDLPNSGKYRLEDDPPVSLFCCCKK
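Test system: HEK293 cells stably carrying human TRPML3-YFP; Doses: single dose, 3 µM final nominal compound, 0.3% DMSO final; Schedule: dye loading 1 h 37 °C then 30 min ambient, 125 s read; Technique: Fluo-8 calcium fluorescence; Benchmarks: high control carbachol 87 µM, low control DMSO.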
CHOP inh – CHOP inhibition in unfolded protein response | inhibition, % at 10 µM | CHO-K1 CHOP-promoter luciferase, tunicamycin-induced, 15-18 h | AID 2732 | 220,000 compounds, 3.8% hits;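 active means compounds that reduced the stress-induced luciferase reporter signal by more than about 70% of percent inhibition, limit read from the data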;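 further: 0% = tunicamycin plus vehicle and 100% = wells without tunicamycin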
Ba/F3 V617F tox – reduce viability of Ba/F3 cells dependent on JAK2V617F; Ba/F3 EpoR-JAK2V617F viability, ATP luminescence; inhibition, % at 5.6 µM; 220,000 compounds, 1.1% hits; AID 1446;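 active means inhibition above the campaign mean plus 3 SD over all tested compounds, cut at about 24% in these data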;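 further: cytokine-independent growth of Ba/F3 cells driven by EpoR plus mutant JAK2; 0% = DMSO-treated cells and 100% = JAK inhibitor I control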
BaF3 tox – parental Ba/F3 viability inhibition as JAK2V617F counter-screen. AID 1486. CellTiter-Glo ATP luminescence. 220,000 compounds, 1.1% hits. inhibition, % at 5.6 µM;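 active means inhibition above a per-campaign cutoff, the mean inhibition of all tested compounds plus 3 SD, cut at about 27% in these data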;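 further: 0% = DMSO wells and 100% = JAK Inhibitor I control wells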
Active calls of the source: *; / = not tested or not shown.

SMILES	zfTRPN1 agonist	Wee1 degr inh	TNF necrop inh	PPC-1+TRAIL kill	RBBP9 inhibitor	TRPML3 agonist	CHOP inh	Ba/F3 V617F tox	BaF3 tox
c1ccc(-n2ncc3c2ncn2cnnc32)cc1	-1.4	-1	-3.4	-6	-3	0.6	-10	1	7
Cc1cc(C)n2nc(SCC(=O)c3cc(C)n(-c4cc(C)on4)c3C)nc2n1	7.5	-3	-8.3	-6	-5	2.1	/	0	25
CCCCN1C(=O)NC(NC(C)=O)(C(F)(F)F)C1=O (configuration not stated)	1.6	-3	-0.5	-35	2	0.8	17	0	-2
O=C(CCCN1C(=O)/C(=C/c2ccccc2Cl)SC1=S)Nc1ccccn1	1.2	0	8.2	6	-9	0.0	91*	-2	4
CCOC(=O)CN(c1cccc(C(C)=O)c1)S(C)(=O)=O	0.5	-3	0.0	33	-13	0.1	0	3	3
COc1ccc(CNC(=O)CCNS(=O)(=O)c2ccc(C)cc2)cc1	-1.1	3	2.9	2	1	-0.3	31	-4	-1
O=C(COc1ccccc1Cl)N1CCCC1	0.1	-1	0.2	-15	8	0.0	16	-3	1
N#CC(C#N)=Cc1ccc(-c2ccc(S(=O)(=O)N=C(N)N)cc2)o1	2.6	-4	2.0	18	-5	1.0	-52	0	2
O=C(COc1ccc(Cl)cc1Cl)NNC(=S)NCc1ccco1	0.2	-1	-1.6	-4	-8	0.8	19	0	5
Cc1cc(-c2ccccc2)c2nncn2n1	1.1	-3	-0.9	8	-4	0.2	18	0	10
O=C(COC(=O)c1ccc2c(c1Cl)C(=O)c1ccccc1C2=O)NC1CC1	3.9	0	0.8	10	1	1.6	8	-3	2
O=C(Nc1ccc2nsnc2c1)N1CCCCC1	-0.6	1	1.9	3	2	0.6	30	-2	5
CC(C)NCCOCCOc1ccc(Cl)cc1Br	0.2	-1	4.2	14	-2	-0.1	-13	-4	6
Cc1ccc(C)c(C(=O)OCC(=O)Nc2ccc(N3CCOCC3)cc2)c1	0.1	7	0.6	5	-8	0.8	33	0	1
CCOc1ccccc1NC=C1C(=O)OC2(CCCCC2)OC1=O	0.3	0	-0.4	-11	4	1.6	16	-2	2
S=C(NCCCN1CCOCC1)Nc1ccc(Cl)cc1Cl	0.3	0	0.4	4	-6	0.7	6	-2	6
Cc1cc(NC(=O)CSc2nnc(-c3ccc(Br)o3)n2Cc2ccccc2)no1	-3.8	0	-0.1	-10	-2	-2.2	39	-2	4
COC(=O)c1ccc(NC(=S)N2CCN(Cc3ccccc3Cl)CC2)cc1	0.3	1	0.7	17	-2	0.2	35	0	3
COc1cccc(OCCn2cccc2/C=C2/C(=N)N3OC(C)=CC3=NC2=O)c1	0.1	3	-0.4	-1	-3	0.8	15	1	9
COc1ccc(NC(C)C(=O)N/N=C/c2ccccc2OCc2ccc(Br)cc2)cc1 (configuration not stated)	-0.1	5	-0.9	-18	-7	-0.2	28	7	7
COc1ccccc1NC(=O)Cn1cnc2c(oc3ccccc32)c1=O	0.1	-1	0.1	-17	-10	0.6	9	-6	6
CCN(CC)CC(=O)N1CCCC(C(=O)c2ccccc2OC)C1 (configuration not stated)	0.5	3	0.8	5	-8	0.8	-9	-4	3
O=CNCC(=O)NC1CCCCCC1	0.2	5	0.3	-6	6	0.6	8	-2	3
CC(NS(=O)(=O)c1ccc([N+](=O)[O-])cc1)C(c1cccs1)N1CCOCC1 (configuration not stated)	-1.4	3	0.6	11	-9	0.6	-5	1	5
CC(C)(C)NC(=O)CSc1nnc(Cc2ccc3c(c2)OCO3)n1C1CCCCC1	0.6	3	0.3	14	-1	-0.2	-3	1	2
O=C(Nc1ccc2ncccc2c1)c1ccccc1Cl	-0.2	0	-0.7	16	-7	-0.5	15	-1	8
COc1ccccc1N1CCN(C(=S)Nc2cccc(C)c2)CC1	-2.2	-1	-2.1	/	4	-0.6	13	-6	3
Cn1c(Oc2ccc(F)cc2F)c(C=O)c2ccccc21	-2.6	5	-1.1	9	1	-1.1	35	0	10
COc1cc2[nH]c(=S)n(N(C(C)=O)C(C)=O)c(=O)c2cc1OC	2.3	-2	-0.3	-3	-3	0.2	23	0	4
NS(=O)(=O)c1ccc(CNC(=O)c2cc(-c3ccccc3)nc3ccccc23)cc1	3.1	2	-0.6	20	-8	0.7	31	-3	-7
COC(=O)c1sc(S(=O)(=O)NCc2cccs2)c(C(=O)OC)c1C	-1.2	-1	-0.5	1	1	-0.7	14	-6	0
COC(=O)[C@@]1(Cc2ccc(F)cc2)[C@H]2c3cc(C(=O)N(C)C)n(CCc4ccc(OC)c(Br)c4)c3C[C@H]2CN1C(=O)c1ccccc1	-0.1	-2	-3.1	13	-10	-0.3	49	0	3
COc1ccccc1NC1=C(NC(C)=O)C(=O)c2ccccc2C1=O	-0.8	-2	-3.1	8	-8	0.0	-3	-1	0
Cc1c(C(=O)NCC2CCCO2)oc2ccc(S(=O)(=O)N3CCCCC3)cc12 (configuration not stated)	4.4	0	-0.7	5	-2	1.2	-3	-1	2
CCOC(=O)C1=C(O)/C(=C/c2cc(OC)c(O)c(OC)c2)SC1=Nc1ccc(OC)cc1	4.6	2	-6.6	-5	-8	2.8	60	5	5
COc1ccc(-n2cc(C#N)c(=O)n(Cc3ccc(F)cc3)c2=O)cc1	-0.1	-1	-1.4	20	1	-0.7	28	-2	4
O=C(Nc1cc(=O)[nH]c2ncnn12)c1ccccc1Cl	1.9	0	-0.8	-1	-7	-0.1	34	1	1
CC1Cc2ccccc2N1C(=O)CSc1nnc(CSc2ncccn2)n1C (configuration not stated)	0.6	-2	1.5	9	3	0.4	18	-2	3
O=C(CCN1C(=O)C2CC=C(Cl)CC2C1=O)N1CCCCC1 (configuration not stated)	1.6	1	-0.1	24	5	-0.1	20	0	4
Cn1c2ccc(F)cc2c2ncn(CCN3CCOCC3)c(=O)c21	0.0	-3	-1.6	14	-12	0.2	-7	2	5

An excerpt from above, limited to PPC-1+TRAIL kill:
SMILES,PPC-1+TRAIL kill
COC(=O)c1ccc(NC(=S)N2CCN(Cc3ccccc3Cl)CC2)cc1,17
COc1cccc(OCCn2cccc2/C=C2/C(=N)N3OC(C)=CC3=NC2=O)c1,-1

Further entries follow:
SMILES	zfTRPN1 agonist	Wee1 degr inh	TNF necrop inh	PPC-1+TRAIL kill	RBBP9 inhibitor	TRPML3 agonist	CHOP inh	Ba/F3 V617F tox	BaF3 tox
CN(C)S(=O)(=O)c1ccc(C(=O)Nc2nnc(-c3ccc4c(c3)CCCC4)o2)cc1	0.7	-1	-0.7	20	-4	0.8	66	-3	1
COc1ccc(C2C(C#N)=C(N)OC3=C2C(=O)CC(C)(C)C3)cc1OC (configuration not stated)	-1.0	-1	-0.3	13	-5	0.3	1	-2	3
COc1ccc(-c2cnc3nc(/N=C/N(C)C)nn3c2/N=C/N(C)C)cc1	0.2	-3	-0.5	-14	-2	-0.4	3	1	9
COc1ccc(CCNC(=O)C2CCN(C(=O)N(C)C)CC2)cc1OC	2.1	0	-0.3	28	1	-0.5	30	2	4
O=S(=O)(c1cccs1)N1CN(Cc2ccco2)c2nc3ccccc3nc21	7.5	1	-13	4	34*	3.4	-10	1	7
Cc1cc(C)nc(NC(=O)CN2C(=O)c3ccccc3C2=O)n1	0.5	0	0.8	2	-6	1.1	-2	-1	4
Cc1cccc(Nc2ncccc2C(=O)NCc2cccs2)c1C	5.0	0	-0.4	6	-10	0.8	54	-5	7
c1ccc2c(Oc3ccc4c(c3)OCO4)nncc2c1	0.8	3	0.7	16	-7	-0.3	-16	-1	1
Cc1ccc(-c2csc3nnc(SCC(=O)Nc4nsc(-c5ccccc5)n4)n23)cc1	-0.8	-1	-2.2	1	-3	0.2	53	2	0
Cc1ccc(SCc2cc(=O)[nH]c(Nc3nc(C)c4ccccc4n3)n2)cc1	1.6	1	1.9	48	6	1.4	10	1	12
NS(=O)(=O)c1cccc2cccnc12	1.0	-1	-4.3	9	-9	1.0	56	3	5
COc1ccc(C(=O)OCC(=O)NCC2CCCO2)cc1[N+](=O)[O-] (configuration not stated)	0.7	1	-0.3	5	-5	0.8	26	0	3
O=C(Cc1cc(=O)[nH]c(=O)[nH]1)N1CCC(Cc2ccccc2)CC1	-0.4	-1	0.3	5	-3	0.2	19	-5	0
COc1cc2[nH]c(-c3cccc(F)c3)cc(=O)c2cc1OC	1.7	-3	-2.9	1	-8	0.6	7	0	2
COc1ccc(CCNC(=O)CCNS(=O)(=O)c2ccc3c(c2)CCN3C(C)=O)cc1OC	1.5	-3	-0.2	5	-4	-0.1	-4	8	9
CCOc1ccc(N(CC(=O)N2CCc3ccccc32)S(=O)(=O)c2c(C)noc2C)cc1	-0.3	0	-2.9	-7	-13	0.4	47	1	4
O=C(CNCc1ccco1)Nc1cccc(S(=O)(=O)N2CCCCC2)c1	0.4	2	-0.4	-16	3	0.8	10	-1	0
COc1ccc(-c2nc(-c3ccccc3)c(-c3cc([N+](=O)[O-])ccc3C)[nH]2)cc1OC	-0.6	0	-2.2	22	-6	-0.5	27	3	7
Cc1ccc(N/C(N)=N/c2nc(CSc3ccc(C)cc3)cc(=O)[nH]2)cc1	0.2	1	-5.7	29	-3	0.8	34	-4	-2
O=C1CCC2c3ccc4ccccc4c3CCN12 (configuration not stated)	0.5	7	-1.5	0	-12	0.1	-1	1	7
COc1ccccc1-c1nnc(NC(=O)c2ccc3c(c2)OCO3)s1	0.8	1	-3.0	-1	-4	0.9	69	-2	1
CC(=O)NCCn1c(SCC(=O)Nc2ccc(C)cc2)nc2ccccc2c1=O	0.0	-1	0.3	-6	-4	0.8	12	4	10
CCOc1ccc(C(CC(=O)O)NC(=O)COc2ccccc2)cc1 (configuration not stated)	1.2	-2	-2.7	16	-8	0.8	-12	6	7
N#CCC(=O)Nc1nc(-c2ccc3c(c2)OCCO3)cs1	1.8	-1	-0.2	12	-3	1.2	-3	-1	11
CCOc1ccc(N(C(C)=O)c2nc(C)cc(C)c2C#N)cc1	-0.3	-1	-0.2	20	-10	0.4	24	-5	0
C=CCNC(=O)CSc1n[nH]c(-c2cc(Cl)ccc2OC)n1	-0.4	0	0.6	18	-3	-1.0	23	4	4
COC(=O)CSc1n[nH]c(=S)s1	-0.2	-2	0.9	2	-13	0.2	-3	2	7
CN(C)CCNC(C(=O)Nc1cc(Cl)cc(Cl)c1)c1ccccc1 (configuration not stated)	1.3	-1	2.2	-13	1	-0.7	-1	4	9
c1ccc(-c2nc(NCc3ccco3)c3oc4ccccc4c3n2)cc1	-0.6	0	-0.7	4	-34	-0.2	92*	6	5
O=C(O)/C=C/C(=O)NCc1csc2ccccc12	-1.1	0	2.4	14	-5	1.1	-7	-5	1

Screening data from PubChem.
